# HCMV antiviral: human cytomegalovirus inhibition; HFF cells, HCMV-luciferase reporter, 72 h; stronger effect = lower value; activity change, negative = inhibition, % at 57.5 µM; actives 4.5% (n = 410,000); in the data active means activity change below about -60%; inconclusive means no clear call, values can overlap the other calls; inactive means above about -39%
#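 Steps: HFFs plated, 16 h 37C; compounds added; HCMV-luciferase added to MOI 1 PFU/cell; 72 h 37C; OneGlo reagent, 5 min room temperature; luminescence read, normalized to controls.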
# AmpC inh detg: inhibitors of E. coli AmpC beta-lactamase with detergent | Potency, µM (top dose mostly 114 µM), without a hit: at the highest dose activity change, negative = inhibition, actives largely listed as inhibitors | P00811 | AmpC hydrolysis of nitrocefin, absorbance 480 nm, 0.01% Triton | actives 0.041% (n = 370,000) | AID 485294; active means well fitted inhibition curve with a large enough effect; inconclusive means small, poorly fitted or top-dose-only effect;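 further: potency means the concentration at half of the fitted maximal effect; 0% = no-compound wells and -100% = no-enzyme wells; nearly all actives have a fitted effect of over 25% in size; some results filed as inactive show a strong effect at the top dose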
# Target sequence (P00811 whole entry, looked up): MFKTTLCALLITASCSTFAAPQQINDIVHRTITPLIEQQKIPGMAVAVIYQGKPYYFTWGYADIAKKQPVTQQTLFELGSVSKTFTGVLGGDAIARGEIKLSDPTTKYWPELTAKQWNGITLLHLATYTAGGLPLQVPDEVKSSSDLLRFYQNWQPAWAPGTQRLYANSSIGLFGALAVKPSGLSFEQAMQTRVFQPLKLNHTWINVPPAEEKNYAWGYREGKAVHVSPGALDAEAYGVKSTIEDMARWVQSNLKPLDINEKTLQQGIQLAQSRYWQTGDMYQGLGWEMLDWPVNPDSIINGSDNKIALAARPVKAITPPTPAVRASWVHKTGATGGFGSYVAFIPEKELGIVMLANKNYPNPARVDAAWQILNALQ
#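 20 mM phosphate pH 7.0 + 0.01% (detergent screen) or 0.0001% Triton X-100; 5.3 nM AmpC reagent; cpd preinc 15 min RT; nitrocefin (800 uM stock) to start; A480 q20 s × 4 min; Activity was normalised to no-enzyme and no-compound control wells.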
# * hit, by the source's call; ? = inconclusive. Unless noted, on the % scale 0 is the no-effect control and ±100 the full control effect.
# Values run as follows: HCMV antiviral	AmpC inh detg
> COc1ccc(N(C(=O)/C=C\C(=O)Nc2ccc(Cl)cc2)C(C(=O)NCc2ccco2)c2ccc(C)cc2)cc1 (stereo not given)
    -40	-5%
> Cc1ccc(CNC(=O)CN2CCN(Cc3ccc(F)cc3)C2=O)cc1
    -6	4%
> COc1cccc(CNC(=O)C2CCN(c3nnc(-n4c(C)ccc4C)s3)CC2)c1OC
    29	13%
> C=CCc1cccc2cc(C(=O)Nc3cccc(Cl)c3)c(=O)oc12
    -5	9%
> COc1ccc(-n2nc(C(=O)N3CCN(c4cccc(C)c4C)CC3)c3c4ccccc4n(C)c3c2=O)cc1
    18	1%
> CCOC(=O)c1ccc(N2C(=O)c3n[nH]c(-c4cccs4)c3C2c2ccc(C(C)C)cc2)cc1 (stereo not given)
    -106*	1%
> COc1ccc(-c2nc3scc(CCNS(=O)(=O)c4c(C)noc4C)n3n2)cc1
    12	4%
> CCOc1ccc(NS(=O)(=O)c2ccc3nc(-c4ccccc4)[nH]c3c2)cc1
    -2	0%
> O=C(CSc1oc(-c2ccccc2)nc1S(=O)(=O)c1ccc(Cl)cc1)NC1CCCCC1
    7	-5%
> CC(C)(C)c1ccc(C(=O)Nc2cc(-c3nc4ccccc4o3)ccc2Cl)cc1
    -3	21%
> Nc1c(-c2nc(-c3ccc4c(c3)OCO4)cs2)c2ccccn2c1C(=O)c1ccccc1
    1	2%
> COc1cc(Br)ccc1C1C(C(=O)Nc2ccc(C)cc2C)=C(C)Nc2nnnn21 (stereo not given)
    ?	-1%
> CCOC(=O)c1[nH]c(C)c(CCC(=O)N2CCN(c3ccccc3)CC2)c1C
    -11	20%
> O=C(Nc1ccc(F)c(Cl)c1)c1cc(S(=O)(=O)N2CCCc3ccccc32)ccc1F
    -32	-7%
> O=C(CC1(O)C(=O)N(CCc2ccccc2)c2ccc(Br)cc21)c1ccccc1 (stereo not given)
    -28	-5%
> COc1cccc(NS(=O)(=O)c2ccc3c(c2)n(C)c(=O)n3C)c1
    -26	9%
> O=C(CCCCCn1c(=O)[nH]c2ccsc2c1=O)NCc1ccccc1
    18	6%
> COc1ccc(Cl)cc1NC(=O)Cn1ncc2c3ccccc3n(Cc3ccccc3)c2c1=O
    -68*	3%
> Cc1cc(C)cc(NC(=O)c2nnn(Cc3cccc(Br)c3)c2N)c1
    -23	-3%
> O=C(NC1CCN(Cc2ccccc2)CC1)c1ccc(Cn2c(=O)c3ccccc3n(Cc3cccc(F)c3)c2=O)cc1
    -16	16%
> Brc1cccc(CNCCSc2nnnn2-c2ccccc2)c1
    -8	17%
> CC(=O)c1ccc(N2CCN(S(=O)(=O)c3ccc4c(c3)C(C)(C)C(=O)N4)CC2)cc1
    ?	-1%
> CC(=O)N1CCOc2cc(S(=O)(=O)Nc3cc(C(F)(F)F)ccc3Cl)c(C)cc21
    0	21%
> CCc1ccccc1N(c1nc(-c2ccc(OC)c(OC)c2)no1)c1nc(-c2ccc(OC)c(OC)c2)no1
    3	-3%
> Cc1ccc(Cl)cc1NC(=O)CN1C(=O)CCc2ccccc21
    -9	22%
> CCc1ccc(-n2c(N3CCN(c4ccc(F)cc4)CC3)nc3ccccc3c2=O)cc1
    ?	0%
> O=C(NCc1cccs1)c1ccc(CSc2nc3cccnc3n2Cc2ccccc2F)cc1
    -13	-6%
> O=C(CSc1nc2ccccc2n1Cc1ccccc1F)NCc1ccccc1
    -31	12%
> CCc1ccc(C(=O)c2cn(CC(=O)Nc3ccc4c(c3)OCCO4)c3ccc(F)cc3c2=O)cc1
    16	-1%
> O=S(=O)(c1ccccc1)c1nc(-c2cccs2)oc1SCc1ccccc1F
    -9	6%

# The list goes on, starting with the last two of the part before.
# Values run as follows: HCMV antiviral	AmpC inh detg
> CCc1ccc(C(=O)c2cn(CC(=O)Nc3ccc4c(c3)OCCO4)c3ccc(F)cc3c2=O)cc1
    16	-1%
> O=S(=O)(c1ccccc1)c1nc(-c2cccs2)oc1SCc1ccccc1F
    -9	6%
> Cc1cc(N2CCC(C)CC2)nc2ccc(NC(=O)CCC(=O)N3CCN(c4cccc(C(F)(F)F)c4)CC3)cc12
    -4	13%
> CCOC(=O)COc1ccc(F)cc1C(=O)c1ccn2nc(-c3ccc(C)cc3)cc2n1
    -16	0%
> CCOC(=O)c1ccccc1NC(=O)COc1ccccc1-c1nnc(-c2ccccc2)o1
    -38	-5%
> CCC(C)Nc1sc(S(=O)(=O)CC)nc1S(=O)(=O)c1ccc(C)cc1 (stereo not given)
    -6	22%
> Fc1ccc(C(Nc2ccccc2Cl)c2nnc(-c3ccccc3Cl)o2)cc1 (stereo not given)
    -4	19%
> CCN(CC)CCCNC(=O)c1nn(-c2ccc(C)cc2)c(=O)c2c1c1ccccc1n2C
    -23	-4%
> CCC(C(=O)Nc1ccccc1F)N1C(=O)CN=C(c2ccccc2)c2ccccc21 (stereo not given)
    -29	-1%
> Cc1ccc(NC(=O)N2CCN3CCCCC3C2)cc1C (stereo not given)
    -26	17%
> Cc1cccc(C(=O)Nc2nc3c(s2)CCCC3)c1
    -13	26%
> CCOc1ccc(-c2cc(C(=O)NCCc3ccc(OC)c(OC)c3)c3c(-c4ccc(F)cc4)[nH]nc3n2)cc1
    -92*	-6%
> CC(=O)c1cccc(NC(=O)CSc2nnc3ccc(-c4ccc(F)cc4)nn23)c1
    -15	2%
> Cc1ccc2[nH]c(CSc3nnc(NC(=O)c4ccccc4C)s3)cc(=O)c2c1
    -74*	20%
> Cc1ccc(Nc2c3c(nc4nncn24)CCC3)c(C)c1
    -28	0%
> CCOc1ccc(CNC(=O)CCn2c(=O)c3cccn3c3cccnc32)cc1
    ?	2%
> Cc1ccc(C(=O)Nc2nc3n(n2)C(c2ccccc2)C=C(c2ccccc2)N3)cc1 (stereo not given)
    -20	25%
> Cc1nc(SCC(=O)Nc2nsc(-c3ccc(C(C)(C)C)cc3)n2)c2c3c(sc2n1)CCCC3
    24	23%
> CCc1ccc(NC(=O)[C@H](CSCc2ccccc2)N2Cc3ccccc3C2=O)cc1
    -17	?
> CCOC(=O)C1(C)C=C(Nc2ccc(C)cc2)C(=O)N1c1ccccc1 (stereo not given)
    5	12%
> CC1CCCCN1CCNC(=O)c1ccc(Cn2c(SCc3ccccc3)nc3cccnc32)cc1 (stereo not given)
    -2	23%
> O=C(c1ccc2c(c1)N(Cc1cccc(Cl)c1)C(=O)c1ccccc1S2(=O)=O)N1CCCCCC1
    -65*	9%
> CCCN(C(=O)c1cc2c(=O)[nH]c3ccc(C)cc3c2s1)c1ccc(CC)cc1
    -5	11%
> Cc1ccc(CN2CCSc3ccc(C(=O)Nc4ccc(C)cc4)cc32)cc1
    72	-8%
> COc1cccc(C(=O)c2cn(CC(=O)NCc3ccccc3Cl)c3nc(C)ccc3c2=O)c1
    -25	0%
> CS(=O)(=O)N1CCc2cc(C(=O)Nc3ccc(C(F)(F)F)cc3)ccc21
    -63*	19%
> O=C(Nc1ccc(Oc2ccccc2)cc1)C1CCN(S(=O)(=O)c2ccc(Cl)cc2)CC1
    -11	9%
> Cc1cc2c(cc3c(SCc4cccc(Cl)c4)nnc(C)n32)o1
    4	-2%
> CCc1ccc2[nH]cc(S(=O)(=O)c3ccc(C(C)C)cc3)c(=O)c2c1
    2	-1%
> CNC(=O)c1ccc2nc(Cc3ccccc3)oc2c1
    76	23%
> Cc1ccc(NC(=O)N2CCN(c3nnc(C)c4c(C)n(-c5ccccc5)nc34)CC2)cc1Cl
    -22	20%
> Cc1cc(=O)n(Cc2c(F)cccc2Cl)c2c1c(C)nn2-c1cccc(F)c1
    6	19%

# Given with bars between the fields: part of the list above.
SMILES | HCMV antiviral | AmpC inh detg
Cc1ccc(NC(=O)N2CCN(c3nnc(C)c4c(C)n(-c5ccccc5)nc34)CC2)cc1Cl | -22 | 20%
CCOc1ccc(-c2cc(C(=O)NCCc3ccc(OC)c(OC)c3)c3c(-c4ccc(F)cc4)[nH]nc3n2)cc1 | -92* | -6%
CCC(C(=O)Nc1ccccc1F)N1C(=O)CN=C(c2ccccc2)c2ccccc21 (stereo not given) | -29 | -1%
Cc1cc2c(cc3c(SCc4cccc(Cl)c4)nnc(C)n32)o1 | 4 | -2%
Cc1ccc(NC(=O)N2CCN3CCCCC3C2)cc1C (stereo not given) | -26 | 17%
CCCN(C(=O)c1cc2c(=O)[nH]c3ccc(C)cc3c2s1)c1ccc(CC)cc1 | -5 | 11%
CC1CCCCN1CCNC(=O)c1ccc(Cn2c(SCc3ccccc3)nc3cccnc32)cc1 (stereo not given) | -2 | 23%

# Continuation:
# Values run as follows: HCMV antiviral	AmpC inh detg
> O=C(c1ccc2c(c1)N(Cc1ccccc1F)C(=O)c1ccccc1S2=O)N1CCN(c2ccccc2)CC1 (stereo not given)
    -37	-5%
> COc1cccc(C2C(C(N)=O)=C(C)Nc3ncnn32)c1 (stereo not given)
    9	5%
> COCCNC(=O)c1cc(-c2cccc(Cl)c2)on1
    -70*	17%
> Cc1ccc(S(=O)(=O)N2CCN(Cc3nc4ccc(C)cc4o3)CC2)c(C)c1
    -28	-6%
> O=C(CCNS(=O)(=O)c1ccc2c(c1)CCN2C(=O)C1CC1)Nc1ccc(Cl)cc1
    ?	-3%
> COc1ccccc1NC(=O)CCNS(=O)(=O)c1ccc2c(c1)CCCC(=O)N2
    3	27%
> CCc1ccc(CN(C(=O)c2nc(SC)ncc2Cl)C2CCS(=O)(=O)C2)cc1 (stereo not given)
    5	-5%
> O=C(NCc1cccc(Br)c1)c1ccc(-n2cnc3cccnc32)cc1
    ?	-7%
> COc1cccc(/C=C/c2nc(C#N)c(NCCN(C)C)o2)c1
    25	25%
> Cc1ccc(NC(=O)Cn2c(=O)n(CCC(C)C)c(=O)c3cccnc32)cc1C
    -2	20%
> Cc1ccc(NC(=O)C2CCCN(S(=O)(=O)c3cccc4nsnc34)C2)cc1C (stereo not given)
    -12	0%
> CSc1ccc(CCNC(=O)C(C)n2nc(C)c3c(C)n(-c4ccccc4)nc3c2=O)cc1 (stereo not given)
    -33	20%
> Cc1cc(=O)[nH]c2nnc(SCc3ccccc3F)n12
    3	2%
> CCOC(=O)COc1ccc([N+](=O)[O-])cc1-c1ccnc2cc(-c3ccc(C)cc3)nn12
    19	0%
> COc1cc(OC)c(C2C=C(c3ccc(C)cc3)Nc3c(C(=O)Nc4ccccc4)cnn32)cc1OC (stereo not given)
    -25	8%
> O=C1CCCc2[nH]c(=O)c(-c3nc(-c4cccc([N+](=O)[O-])c4)cs3)cc21
    -16	20%
> Cc1cccc(NC(=O)C2CCN(c3nnc(-n4c(C)ccc4C)s3)CC2)c1C
    1	17%
> CC(=O)Nc1ccc(NC(=O)c2ccc3c(c2)NC(=O)c2ccccc2S3)cc1
    18	16%
> COc1ccc(NC(=O)c2ccc3c(c2)c(C)c(C)n3Cc2ccc(F)cc2)cc1
    0	3%
> Cc1cc(OC(C)C(=O)N2CCC(c3nc4ccccc4o3)CC2)ccc1Cl (stereo not given)
    -16	-3%
> Cc1cccc(N2C(=O)C(CC(=O)Nc3ccc(F)cc3)N(C3CCCC3)C2=O)c1 (stereo not given)
    -33	8%
> CC(=O)C1=C(c2ccc(C)cc2)N(C(C)=O)n2c(nnc2-c2ccccc2)S1
    39	0%
> COc1ccccc1CNC(=O)CC(c1ccc(F)cc1)N1Cc2ccccc2C1=O (stereo not given)
    -73*	14%
> CCOC(=O)c1cnc2c(ccc3ccccc32)c1Nc1cccc(Cl)c1
    30	11%
> CCc1ccc(-n2nc(C)c3c2NC(=O)CSC3c2ccc(OC)cc2OC)cc1 (stereo not given)
    -67*	-5%
> CCc1cccc(CC)c1NC(=O)Cn1nnc2sc3c(c2c1=O)CCCC3
    -6	26%
> COc1cccc(CNC(=O)C(=O)Nc2c3c(nn2-c2ccccc2)CSC3)c1
    -10	0%
> CCOc1ccc(NC(=O)NC(C)c2c(-n3cccc3)sc(C)c2C)cc1 (stereo not given)
    ?	11%
> O=C(Nc1ccc2nc(SCC(=O)N3CCCC3)sc2c1)c1cccc(F)c1
    -7	18%
> COc1ccc(C(=O)Nc2ccc3nc4c(c(Nc5ccccc5OC)c3c2)CCCC4)c(OC)c1
    -9	0%
> CCOc1ccc(NC(=O)c2nnn(-c3ccc(F)c(Cl)c3)c2C)cc1
    -10	-1%
> CCCCN(CCCC)S(=O)(=O)c1ccc(NC(=O)c2c(-c3ccccc3)noc2C)cc1
    26	2%
> COC(=O)c1cccnc1-n1c(=O)c2cccnc2n(CC(=O)Nc2cccc(C(F)(F)F)c2)c1=O
    8	1%
> Cc1cccc(N2CCn3c2nc2c3c(=O)n(CCc3ccccc3)c(=O)n2C)c1
    -40	21%
> CCCCNC(=O)CCCn1c(=O)c2ccccc2n(Cc2ccccc2C)c1=O
    -10	19%
> O=C(Nc1ccccc1)c1ccc(Br)c(S(=O)(=O)N2CCCCC2)c1
    0	5%
> Cc1ccc(CNC(=O)c2cnn(-c3ccc(F)cc3F)c2C2CCN(C(=O)OC(C)(C)C)CC2)cc1
    0	-13%
> COc1cccc(/C=C/c2nc3ccccc3c(=O)n2-c2ccc(C)c(C)c2)c1OC
    1	6%
> COc1ccc(NC(=O)Cn2c3ncccc3c(=O)n2-c2ccc(C)c(C)c2)c(OC)c1
    -2	-2%
> COc1ccc(OC)c(CNC(=O)c2c(C)oc3ncn(C)c(=O)c23)c1
    4	-1%
> CCN(C(=O)Cc1nc(-c2ccc(OC)cc2)no1)c1cccc(Cl)c1
    -10	0%
> Cc1ccc2nc(COc3cccc(NC(=O)c4cccc(Cl)c4)c3)cc(=O)n2c1
    9	-2%

# Only part of the results is shown; count on the stated rates, not on these rows.
